TrxR1 substrate = qHTS Assay for Substrates of Mammalian Selenoprotein Thioredoxin Reductase 1 (TrxR1): qHTS; Potency, µM (highest dose often 114 µM), without a hit: at the highest dose activity change, negative = substrate turnover; hit rate 0.01% among 390,000; Thioredoxin reductase 1, cytoplasmic (Rattus norvegicus), O89049; purified TrxR1 substrate turnover, NADPH consumption readout; further: potency means the concentration at half of the fitted maximal effect; on the % scale 0 is the no-effect control and ±100 the full control effect; nearly all actives have a fitted effect of over 50% in size
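Rat TrxR1, dispensed at 90 nM, was prereduced with 400 uM NADPH (final) for 5 min at ~22 deg C, then incubated with compound 15 min before 400 uM selenite. A first-read NADPH fluorescence drop versus no-compound background flagged substrates.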
PI4K2A inh = qHTS for small molecular inhibitors of PI4K2A. Phosphatidylinositol 4-kinase type 2-alpha (Homo sapiens), Q9BTU6. activity change, negative = inhibition, % at 76.9 µM. purified PI4K2A, ADP-Glo luminescence, 1 h; hits give low values. hit rate 0.13% among 420,000. AID 1346378, 2018; in the data active means activity change below about -50%; inconclusive means mostly about -30% to -49%;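 further: -100% = wells without enzyme as full effect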
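Compounds are screened against recombinant PI4K2A using PI as substrate and ATP, the latter dispensed at 300 microM. Reactions run one hour at ambient temperature before ADP-Glo detection; full inhibition defined by wells lacking enzyme.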
TRHR enhancer = qHTS for Small Molecule Agonists and Allosteric Enhancers of Human TRH Receptor: Primary Screen for Enhancers; TRHR cells, fluo-8 calcium fluorescence, EC20 TRH enhancement; hit rate 0.66% among 360,000; enhancement, % at 2 µM; AID 493056, 2011; Thyrotropin-releasing hormone receptor (Homo sapiens), P34981; in the data active means enhancement above about 30%; further: 0% is about no effect
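TRHR-expressing cells loaded with fluo-8 calcium dye were read kinetically (ex 480/em 530) during compound addition, then stimulated with an EC20 of TRH (10 nM final). Enhancement of the Gq-mediated intracellular calcium response was scored.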
mIDH1 inhibitor = qHTS for Inhibitors of mutant isocitrate dehydrogenase 1 (IDH1): qHTS | IDH1-R132H enzyme, NADPH consumption, diaphorase/resazurin fluorescence | Potency, µM (top dose mostly 76.6 µM), for inactives: at the highest dose activity change, negative = inhibition, hits mostly inhibitors | hit rate 0.093% among 390,000 | AID 602179, 2012; further: potency means the concentration at half of the fitted maximal effect; on the % scale 0 is the no-effect control and ±100 the full control effect; nearly all actives have a fitted effect of over 65% in size
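IDH1-R132H (0.5 ug/mL dispensed) in pH 7.5 Tris buffer was preincubated 30 min with compound, then given a substrate mix of 0.016 mM NADPH and 2 mM alpha-KG for 80 min at room temperature; remaining NADPH was read by diaphorase/resazurin fluorescence.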
D2 ag = HTS Assay for Allosteric Agonists of the Human D2 Dopamine Receptor: Primary Screen for Agonists; hit rate 0.53% among 340,000; activation, % at 2 µM; HEK293 T-REx D2 cells, calcium flux agonist mode; AID 485358, 2010; D(2) dopamine receptor (Homo sapiens), P14416;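 active means activation over 3 SD above normal in the single-dose calcium agonist read, cut at about 30% in these data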; further: 0% is about no effect
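Calcium-flux readout, 1 cycle/sec over 180 s following compound pin transfer, in inducible HEK293 Trex D2 cells (force-coupled); dopamine controls included. Positive calcium responses during this window marked compounds as potential agonists.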
USP1 inh = Inhibitors of USP1/UAF1: Primary Screen | hit rate 0.23% among 390,000 | Potency, µM (top dose mostly 57.1 µM), for inactives: top-dose activity change, negative = inhibition, most hits filed as inhibitors | recombinant USP1/UAF1, Ub-Rhodamine cleavage fluorescence | AID 743255, 2014 | Ubiquitin carboxyl-terminal hydrolase 1 (Homo sapiens), O94782; further: potency means the concentration at half of the fitted maximal effect; on the % scale 0 is the no-effect control and ±100 the full control effect; nearly all actives have a fitted effect of over 60% in size; inactives centre near -12
Target sequence (O94782 whole entry, looked up): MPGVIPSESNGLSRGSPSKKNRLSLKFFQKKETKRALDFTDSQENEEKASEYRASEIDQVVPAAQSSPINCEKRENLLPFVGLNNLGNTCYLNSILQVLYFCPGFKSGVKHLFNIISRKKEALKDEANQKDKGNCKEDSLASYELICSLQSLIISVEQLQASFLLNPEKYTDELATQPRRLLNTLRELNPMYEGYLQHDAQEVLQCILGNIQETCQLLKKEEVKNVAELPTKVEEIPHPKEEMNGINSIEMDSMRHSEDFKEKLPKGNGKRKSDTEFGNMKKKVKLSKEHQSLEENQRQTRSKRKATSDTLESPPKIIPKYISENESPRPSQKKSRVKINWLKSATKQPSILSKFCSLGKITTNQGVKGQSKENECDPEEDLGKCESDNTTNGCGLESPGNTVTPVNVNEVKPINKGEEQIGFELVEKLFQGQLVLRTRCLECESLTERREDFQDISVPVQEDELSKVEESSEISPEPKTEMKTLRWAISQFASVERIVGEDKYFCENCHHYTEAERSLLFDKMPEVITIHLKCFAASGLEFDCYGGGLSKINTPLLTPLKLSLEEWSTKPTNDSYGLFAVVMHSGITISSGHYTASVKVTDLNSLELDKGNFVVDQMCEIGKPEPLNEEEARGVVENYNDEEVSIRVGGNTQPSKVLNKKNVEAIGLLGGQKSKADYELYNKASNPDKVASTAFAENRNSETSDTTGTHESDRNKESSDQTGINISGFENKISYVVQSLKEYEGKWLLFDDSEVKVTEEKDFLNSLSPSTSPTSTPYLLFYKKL
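In this screen, compounds sit with the deubiquitinase complex (1nM) for 15 min at room temperature before Ub-Rho is added at 150nM final. Fluorescence rise is then followed for 6 reads every 60 seconds.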
TRHR agonist = qHTS for Small Molecule Agonists and Allosteric Enhancers of Human TRH Receptor: Primary Screen for Agonists; hit rate 0.18% among 360,000; activation, % at 2 µM; TRHR cells, calcium flux fluo-8, FDSS agonist mode; Thyrotropin-releasing hormone receptor (Homo sapiens), P34981; in the data active means activation above about 30%; further: 0% is about no effect
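TRHR-expressing cells loaded with fluo-8 calcium dye; 23 nL library compound pin-transferred, kinetic FDSS fluorescence (Ex 480/Em 530) recorded about 180 s for agonist-induced calcium release, before a 10 nM TRH EC20 addition for potentiator mode.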
rTrxR1 inhibitor = qHTS Assay for Inhibitors of Mammalian Selenoprotein Thioredoxin Reductase 1 (TrxR1): qHTS | Thioredoxin reductase 1, cytoplasmic (Rattus norvegicus), O89049 | recombinant rTrxR1, NADPH fluorescence consumption, selenite substrate | Potency, µM (doses to about 114 µM), inactives show at the highest dose activity change, negative = inhibition, most hits filed as inhibitors | hit rate 1% among 390,000; further: potency means the concentration at half of the fitted maximal effect; on the % scale 0 is the no-effect control and ±100 the full control effect; nearly all actives have a fitted effect of over 65% in size
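Rat TrxR1 (90 nM in the dispensed reagent) was pre-reduced with 400 uM NADPH for 5 min at room temperature, then incubated with compound for 15 min. After 400 uM selenite was added, NADPH fluorescence (Ex 340/Em 450 nm) was followed for 8 min.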
D2 antag = HTS Assay for Allosteric Antagonists of the Human D2 Dopamine Receptor: Primary Screen for Antagonists | HEK293 TREx D2 cells, calcium flux, dopamine EC80 | inhibition, % at 10 µM | hit rate 2% among 340,000; in the data active means inhibition above about 30%; further: 0% is about no effect
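HEK293 T-REx D2 cells, tet-induced, calcium dye no-wash. Cpd pintool add, 180 s kinetic, then EC80 DA, 180 s kinetic. Ca flux read.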
* hit, by the source's call; ? = inconclusive; / = not tested or not shown; [ ] = dose if it differs, or a comment. Unless noted, the call rests on the fitted dose curve; in most records, active means well fitted inhibition curve with a large enough effect; inconclusive means small, poorly fitted or top-dose-only effect; inactive means no such curve, though single readings can be large or run the other way.

Structure,TrxR1 substrate,PI4K2A inh,TRHR enhancer,mIDH1 inhibitor,D2 ag,USP1 inh,TRHR agonist,rTrxR1 inhibitor,D2 antag
O=C(O)c1cccnc1Sc1ccc(Cl)cc1,6.4%[57.1 µM],-2.9,0.6,1.7%,3.9,-24.2%,0.6,20.8%[57.1 µM],5.6
O=C(CCSc1nnc(-c2ccco2)o1)Nc1ccc(F)cc1,-5.3%[57.1 µM],7.7,1.6,-7.5%,-0.7,-13.9%,-2.4,1.6%[57.1 µM],-12.7
CC1=Nc2cc(C(=O)NC3CCC(C)CC3)ccc2Sc2c(C)ccc(C)c21 (configuration not stated),-4.7%,4.3,0.6,-3.4%,0.5,?,0.4,8.6%,/
O=C(NCCc1ccccc1)c1ccc2c(c1)N(Cc1ccc(F)cc1Cl)C(=O)CS2,9.5%[2.29 µM],-3.9,-7.7,-1.1%,0.6,-29.1%,1.0,8.8%,/
O=C(Nc1cc(C(=O)N2CCCC2)ccc1N1CCCC1)C1CC1,-5.6%,-2.0,0.9,1.1%,-1.1,-12.0%,0.5,-11.0%,-17.8
CCOC(=O)Cn1nnnc1C,9.0%[57.1 µM],3.1,2.8,-6.5%,/,-1.9%,0.5,32.9%[57.1 µM],/
CC(C)CCn1c(SCC(N)=O)nc2c1c(=O)n(C)c(=O)n2C,7.1%,-9.9,3.4,14.3%,-1.1,-0.7%,0.4,23.4%,-10.3
c1cnc(Oc2ccc(-c3nnco3)cc2)cn1,0.9%,2.4,-3.6,9.2%,/,-12.9%,1.0,15.6%,/
COc1ccc(C2CC(c3cccc(F)c3)=NN2c2ccc(S(N)(=O)=O)cc2)cc1 (configuration not stated),580.9%[activator],0.4,/,-3.4%,/,-22.3%,/,?,/
O=C(/C=C/c1ccnc2ccccc12)c1cccs1,-0.7%[57.1 µM],?,-2.4,-4.6%,0.8,?,-0.2,?,2.7
CC(OC(=O)c1ccccc1O)C(=O)Nc1cccc(Cl)c1 (configuration not stated),8.4%,3.5,-4.5,0.0%,-8.8,-6.7%,0.0,13.0%,6.9
COc1ccc2c(C)cc(SCC(=O)Nc3nsc(-c4ccc(C(C)(C)C)cc4)n3)nc2c1,-7.0%,-1.8,-2.9,6.5%,-0.2,-25.8%,-0.8,-1.2%,/
O=C1CN(C(=O)COC(=O)C23CC4CC(CC(O)(C4)C2)C3)c2ccccc2N1,-8.6%,-4.6,-4.9,0.2%,1.0,-9.8%,0.4,-17.1%,-18.7
COc1ccccc1N1CCN(C(=O)Cc2c(C(=O)O)c(C)cn2C)CC1,-6.4%[57.1 µM],-7.2,1.6,-7.6%,0.3,1.9%,-0.1,-4.3%[57.1 µM],/
CCCN(CCC)CCCNC(=O)C1CCN(c2nc3ccc(CC)cc3s2)CC1,9.3%[2.29 µM],0.3,-2.1,2.1%,3.4,19.6%,2.7,5.7%,/
Cc1ccc2nc(NC(=O)CN3CCN(c4ccccn4)CC3)sc2c1,0.6%,1.8,16.3,0.0%,1.1,-17.6%,-0.2,10.7%,-4.7
CN(C)S(=O)(=O)c1ccc(N2CCCC2)c(C(=O)Nc2nccs2)c1,4.1%,6.0,/,-13.6%,/,-20.6%,/,17.1%,/
Cc1ccc(/C=N/Nc2nc3ccccc3[nH]2)s1,-11.4%,-10.6,-4.6,2.6%,-1.2,-3.7%,0.0,-0.4%,2.2
CCOC(=O)CSc1nnc(CNC(=O)c2cccc(C)c2)n1-c1ccccc1OC,7.1%[57.1 µM],6.2,-2.0,1.9%,/,0.7%,-0.5,15.8%[57.1 µM],/
C/C(=N\Nc1cccc(C(=O)O)c1)c1ccc(Cl)s1,-7.0%,-1.0,10.5,6.0%,0.5,-16.1%,0.5,-5.2%,1.2
O=C(Nc1ncc(Br)s1)C1CCCN1S(=O)(=O)c1cccc2cccnc12 (configuration not stated),-7.2%,-4.8,-1.2,-11.8%,1.3,1.5%,0.2,2.6%,2.8
COCCOC(=O)C(C#N)c1nc2ccccc2nc1N1CCN(Cc2ccccc2)CC1 (configuration not stated),-3.6%[57.1 µM],-4.6,-2.6,2.7%,-0.6,4.9%,2.8,-7.1%[57.1 µM],26.9
O=S(=O)(N/N=C/c1c(F)cccc1Cl)c1ccccc1,-10.3%,0.3,-7.4,2.8%,0.2,-14.2%,-0.4,2.0%[57.1 µM],-13.9
O=C(NCCC1CCCC1)C1CCC(=O)N(CCCN2CCCC2=O)C1 (configuration not stated),1.2%,-3.7,3.0,1.7%,-0.1,-5.9%,1.2,22.1%,-16.6

Two entries from above, with two lines to a compound:
Fields – TrxR1 substrate	PI4K2A inh	TRHR enhancer	mIDH1 inhibitor	D2 ag	USP1 inh	TRHR agonist	rTrxR1 inhibitor	D2 antag
C/C(=N\Nc1cccc(C(=O)O)c1)c1ccc(Cl)s1
→ -7.0%	-1.0	10.5	6.0%	0.5	-16.1%	0.5	-5.2%	1.2
COCCOC(=O)C(C#N)c1nc2ccccc2nc1N1CCN(Cc2ccccc2)CC1 (configuration not stated)
→ -3.6%[57.1 µM]	-4.6	-2.6	2.7%	-0.6	4.9%	2.8	-7.1%[57.1 µM]	26.9

Additional records.
Structure,TrxR1 substrate,PI4K2A inh,TRHR enhancer,mIDH1 inhibitor,D2 ag,USP1 inh,TRHR agonist,rTrxR1 inhibitor,D2 antag
COc1cc(-c2nc(CN3CCN(CC(C)C)C(=O)[C@@H]3C)c(C)o2)ccc1F,3.1%,6.4,0.5,-4.7%,1.1,-5.3%,-0.4,19.5%,6.1
COC(=O)[C@H](CC(C)C)NC(=O)CCc1nnc(COc2ccccc2)o1,-5.4%[57.1 µM],2.8,7.2,2.9%,0.8,-21.7%,-0.6,2.1%[57.1 µM],-16.2
Cc1ccc(-c2noc(COC(=O)c3ccco3)n2)cc1,-5.1%,-5.4,-6.1,11.7%,0.4,-18.0%,-0.3,2.0%,-0.5
O=C(CCCN1C(=O)/C(=C\c2ccco2)SC1=S)Nc1ccc(O)cc1C(=O)O,-15.0%,133.1,-8.9,0.9%,0.5,-20.7%,1.1,50.1µM*,-25.7
CN(CC(=O)Nc1ccccc1C(F)(F)F)C(=O)Cc1ccc(S(=O)(=O)N2CCOCC2)s1,-5.6%,-4.3,-0.3,1.2%,0.3,-11.9%,-0.3,1.1%,-25.6
COc1cccc(CNC(=O)c2ccc3c(c2)nc2n3CCC(C)C2)c1OC (configuration not stated),-5.3%[57.1 µM],-8.0,-0.8,0.0%,0.1,-14.6%,-0.4,5.6%[57.1 µM],/
O=C(N=C1SC2CS(=O)(=O)CC2N1c1ccccc1)c1ccccc1 (configuration not stated),0.7%,2.1,/,-4.9%,/,-11.6%,/,1.1%,/
CC(C)[C@H](NS(=O)(=O)c1ccccc1)C(=O)Nc1nccs1,14.2%[57.1 µM],0.0,/,25.4%,/,-3.4%,/,22.6%[57.1 µM],/
COc1cccc(N(CC(=O)NCCSCc2ccc(Cl)cc2)S(C)(=O)=O)c1,5.4%[57.1 µM],2.3,-12.2,4.9%,0.6,-13.5%,-0.9,18.1%[57.1 µM],3.7
CCN1/C(=C2\SC(=S)N(Cc3ccccc3)C2=O)Sc2ccccc21,-10.1%,-8.8,-9.5,0.0%,0.9,-13.3%,1.2,-4.4%,3.1
COc1ccc([N+](=O)[O-])cc1N(CC(=O)N1CCOCC1)S(C)(=O)=O,-17.1%[57.1 µM],2.8,-3.2,5.5%,-0.7,-16.8%,-1.6,23.3%[57.1 µM],-4.1
Cc1ccc(NC(=O)Cn2c(=O)n(CCCCCC(=O)NCc3ccc(F)cc3)c(=O)c3sccc32)cc1C,2.7%,3.1,-13.0,/,0.2,-13.0%,0.6,8.8%,/
Brc1cc2c(cc1/C=N/Nc1nc(N3CCOCC3)nc(N3CCOCC3)n1)OCO2,-11.1%,0.8,-6.4,4.5%,-2.0,1.0%,-2.2,-3.2%[57.1 µM],7.6
CCOc1ccc(NC(=O)COC(=O)C2CC2C)cc1 (configuration not stated),-0.6%,0.7,/,0.0%,/,-15.2%,/,15.9%,/
O=C(c1ccccc1)C1CCN(C(=O)C2CCC(=O)N(Cc3cccc(F)c3)C2)CC1 (configuration not stated),13.7%,-3.9,3.5,7.6%,0.1,-20.0%,0.2,21.4%,-10.5
COc1ccc(CN(C(=O)c2cccs2)c2nccs2)cc1OC,-0.4%,0.1,4.6,8.2%,6.1,-12.4%,0.1,-1.2%,-8.8
COC(=O)N1CC(=O)N(OC)C1c1ccc(Cl)cc1Cl (configuration not stated),10.1%,1.5,-0.3,0.6%,0.2,-19.1%,-0.2,12.3%,-13.9

Screens: PubChem, National Center for Advancing Translational Sciences (NCATS)
